Bioassay records (PubChem BioAssay)
Autophagy HCS = modulators of autophagy; MEF GFP-LC3 puncta imaging; test concentration mostly 10 µM; 190,000 tested, 0.98% active; calls only at 10 µM (by protocol);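 active means percentage of spot-positive cells more than 3 SD above its plate mean, without a fluorescence outlier flag or 80% toxicity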;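 further: spot-positive cell cutoff set from DMSO-treated cells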
HEK293 NOD2/NF-kB = NOD2 signaling inhibitors, cell-based, luminescence, uHTS, HEK293 (AID 1566); HEK293 NOD2/NF-kB luciferase reporter, luminescence; higher % means a stronger effect; inhibition, % at 4 µM, or EC50 in µM where a hit was titrated; 290,000 tested, 0.63% active; in the data active means inhibition above about 50%; further: many of its hits are not listed in these tables
bCat nuc transl = beta-catenin nuclear translocation modulation; HeLa beta-catenin nuclear translocation, immunofluorescence imaging; nuclear translocation activity, % at 5 µM; 190,000 tested, 0.3% active; AID 1665;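 active means nuclear translocation activity above 50% at 5 µM, with a well cell count of 50 or more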;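 further: per-cell ratio of nuclear to cytoplasmic median beta-catenin stain intensity; plate controls were DMSO negative control for no effect and GSK-3 inhibitor IX positive control for full effect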
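Test system: human HeLa cell line; Doses: 5 µM primary, 0.02–20 µM confirmation; Incubation: 24 h compound exposure, 37°C; Detection: beta-catenin immunofluorescence imaging with DAPI; Read-out: beta-catenin nuclear/cytoplasmic ratio, % activation.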
NOD1 inhibition = NOD1 signaling inhibitors, primary screen, cell-based, luminescence, uHTS (AID 1578); inhibition, % at 4 µM; hits with a dose series show EC50 in µM; 290,000 tested, 1% active; NOD1-driven NF-kB luciferase reporter cells, luminescence; higher % means a stronger effect; in the data active means inhibition mostly above about 36%, no sharp cut-off; inactive means mostly below about 34%;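 further: HEK-293T reporter cells stimulated with the NOD1 agonist gamma-tri-DAP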
P. falciparum M17LAP = P. falciparum M17LAP inhibitors, primary screen, biochemical, fluorogenic H-Leu-NHMec substrate, 1536-well (AID 1619); recombinant M17LAP, H-Leu-NHMec fluorogenic kinetic assay; higher % means a stronger effect; one-dose inhibition, % at 30 µM; IC50 in µM for titrated hits; 220,000 tested, 0.38% active;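 active means compound inhibiting the enzyme by more than half at any dose during confirmatory dose-response retesting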;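 further: plate controls were full reaction with DMSO carrier for no effect and no enzyme background for full effect; strong numbers were not always called active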
Yfh1-depleted yeast = enhancers of respiration in Yfh1-depleted yeast, dose response, Friedreich's ataxia, plus single-dose screen (AID 1465). S. cerevisiae Yfh1-off respiration, WST-1 reduction, 72 h; higher fold induction means a stronger effect. 220,000 tested, 0.074% active. fold induction at 50 µM, or EC50 in µM where a hit was titrated;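 active means fold induction of absorbance versus untreated yeast above a set limit, then at least 30% activation at any dose in follow-up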;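 further: activators that raise dye reduction in frataxin-depleted yeast; strong numbers were not always called active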
MT stabilize HCS = microtubule stabilizers in HeLa cells; HeLa tubulin immunostaining HCS, 24 h; share of cells brighter than vehicle mean+2SD; % tubulin-high responders, % at 10 µM; 200,000 tested, 0.83% active; AID 2205;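 active means plate Z-score above 3 for both tubulin-high and condensed-nucleus cell shares, with cell loss under 80%, at 10 µM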;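 further: anti alpha tubulin signal scored within the nucleus-defined area of each cell; some results filed as inactive read as strong as hits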
Insulin prom up = MIN6 insulin promoter up-regulation | MIN6 insulin promoter-GFP reporter, high-content imaging; active compounds read high | z-score at 5 µM | 190,000 tested, 0.3% active;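 active means z-score above 3 at 5 µM with at least 500 cells counted in the well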
Dynein cargo inh = dynein cargo transport inhibition. 3617.4 mouse cells, GR-EGFP nuclear translocation imaging; test concentration mostly 20 µM; stimulated with dexamethasone, 1 µM; active compounds read low. z-score, hits read low. 220,000 tested, 0.47% active;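 active means plate z-score of nuclear minus cytoplasmic receptor signal below a set negative limit, without overly bright fluorescence or cell loss, cut at about -3.5 in these data, passing the limit was not always enough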;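 further: z-score of nuclear minus cytoplasmic ring GR-EGFP intensity difference per well; some compounds called inactive have numbers as strong as hits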
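Buffer or medium: tetracycline-free induction medium containing charcoal-stripped FBS / Reagent: dexamethasone agonist, 1.0 µM final, for 30 min / Technique: automated 10x imaging of fixed Hoechst-stained cells / Times: induction 48 h, compound 1 h, agonist 30 min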
Dynein cargo inh cytoplasmic EGFP = recorded beside Dynein cargo inh, whose call it bears; z-score; measured here: cytoplasmic GR-EGFP intensity; active compounds read high
Dynein cargo inh nuclear GR-EGFP = recorded beside Dynein cargo inh, whose call it bears; z-score; measured here: nuclear GR-EGFP intensity;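 lower value marks the stronger effect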
Dynein cargo inh cell count = further read-out of Dynein cargo inh, marked with its call; z-score; measured here: cell count per field
Insulin prom up cell count = further read-out of Insulin prom up, marked with its call; cell count; measured here: cytotoxicity, nuclei count;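 total cells summed across four imaged fields per well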
bCat nuc transl cell count 5 µM = recorded beside bCat nuc transl, whose call it bears; cell count; measured here: cell count, cytotoxicity flag
MT stabilize HCS Hoechst-high % = second read-out of MT stabilize HCS, no call of its own (marks repeat the call); % Hoechst-high responders; measured here: nuclear condensation Hoechst responders;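 share of cells brighter than vehicle mean plus two SD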
MT stabilize HCS cytotoxicity % = further read-out of MT stabilize HCS, marked with its call; toxicity, %; measured here: cytotoxicity by cell density;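 0% = mean cell density of plate MIN control wells and 100% = no cells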
Autophagy HCS cell loss 18 h = recorded beside Autophagy HCS, whose call it bears; toxicity, %; measured here: cell loss, nuclei count;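 cell loss after 18 h compound exposure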
Starred values were filed as active, the others as inactive; i = inactive; / = no result given. A portion of the library; the hit share may differ from the screen's.

A first look (two entries):
SMILES	Autophagy HCS	Autophagy HCS cell loss 18 h	HEK293 NOD2/NF-kB	bCat nuc transl	bCat nuc transl cell count 5 µM	NOD1 inhibition	P. falciparum M17LAP	Yfh1-depleted yeast	MT stabilize HCS	MT stabilize HCS Hoechst-high %	MT stabilize HCS cytotoxicity %	Insulin prom up	Insulin prom up cell count	Dynein cargo inh	Dynein cargo inh cytoplasmic EGFP	Dynein cargo inh nuclear GR-EGFP	Dynein cargo inh cell count
Cc1ccc(NC(=O)CCn2nc(C)cc2C)c(C)c1	i	7.3	11.1%	-1.1	1129	-12.3%	9.2%	i	4.5	3.0	2.8	0.43	1259	-1.14	-0.194	-0.143	5.44
COc1ccc(N2CCN(C(=N)/C(C(C)=O)=C(\C)O)CC2)cc1	i	2.2	6.7%	-3.5	1405	7.9%	18.7%	i	3.2	2.6	1.4	0.21	1505	0.395	-0.199	-0.431	-0.94

This part in full, from the first entry:
SMILES	Autophagy HCS	Autophagy HCS cell loss 18 h	HEK293 NOD2/NF-kB	bCat nuc transl	bCat nuc transl cell count 5 µM	NOD1 inhibition	P. falciparum M17LAP	Yfh1-depleted yeast	MT stabilize HCS	MT stabilize HCS Hoechst-high %	MT stabilize HCS cytotoxicity %	Insulin prom up	Insulin prom up cell count	Dynein cargo inh	Dynein cargo inh cytoplasmic EGFP	Dynein cargo inh nuclear GR-EGFP	Dynein cargo inh cell count
Cc1ccc(NC(=O)CCn2nc(C)cc2C)c(C)c1	i	7.3	11.1%	-1.1	1129	-12.3%	9.2%	i	4.5	3.0	2.8	0.43	1259	-1.14	-0.194	-0.143	5.44
COc1ccc(N2CCN(C(=N)/C(C(C)=O)=C(\C)O)CC2)cc1	i	2.2	6.7%	-3.5	1405	7.9%	18.7%	i	3.2	2.6	1.4	0.21	1505	0.395	-0.199	-0.431	-0.94
COn1c(SCC(=O)N(C)C)nc2ccccc2c1=O	i	33.7	0.4%	-6.0	871	-19.3%	-2.7%	i	1.6	2.8	10.8	0.62	1168	0.184	-0.193	0.244	-0.36
C=C(C)COc1ccc(-c2n[nH]c(C)c2-c2ccc(OC)cc2)c(O)c1	i	-1.5	0.2%	5.5	1223	6.2%	-0.8%	i	29.8*	17.2*	26.2*	1.19	1675	-1.25	-0.24	-0.961	0.428
O=C(c1cccc(S(=O)(=O)N2CCCC2)c1)N1CCN(c2ncccn2)CC1	i	-4.6	-6.4%	0.6	952	-34.2%	11.1%	i	4.8	1.5	5.5	0.28	1291	2.11	-0.292	0.739	-1.09
Cc1ccccc1NC(=O)Cn1nnc2ccccc21	i	11.1	12.9%	-2.2	1152	-20.0%	-2.1%	i	4.6	1.6	6.2	-0.61	1424	0.283	-0.281	0.428	0.179
CCCCOC(=O)Nc1ccc(S(=O)(=O)Nc2cc(C)nc(C)n2)cc1	i	2.1	6.2%	-4.5	1194	-23.5%	19.8%	i	5.0	2.4	13.8	-0.08	2016	0.186	-0.199	0.208	0.36
Cc1c(C(c2cccc(O)c2)c2c(C)n(C)n(-c3ccccc3)c2=O)c(=O)n(-c2ccccc2)n1C	i	10.4	9.3%	-0.8	535	0.0%	2.4%	i	4.5	3.0	3.4	-0.05	1375	-0.175	-0.278	0.0473	1.25
O=C(CSc1nccc(-c2cccs2)n1)Nc1ccccc1	/	/	0.7%	-3.9	1159	-2.7%	-7.9%	i	/	/	/	-0.03	1412	-0.641	-0.238	-0.413	0.649
CCN1CCN(C(=O)C(C)Nc2cc(Cl)c(OC)cc2OC)CC1 (stereo not given)	i	25.3	4.4%	0.7	1107	-49.2%	3.2%	i	5.8	2.6	6.0	0.18	1282	-0.595	-0.232	-0.0151	0.951
CCc1ccc(NC(=O)C2C3/C=C\CCCCC32)cc1 (stereo not given)	i	4.8	-58.1%	1.4	945	-26.3%	1.9%	i	2.0	2.6	6.3	-0.29	1251	0.0779	-0.221	-0.324	-1.08
CCOC(=O)C1CCN(C(=O)CSc2ccccc2Cl)CC1	i	10.0	6.4%	-2.6	1135	-20.5%	-6.0%	i	7.5	2.3	3.9	-0.28	1286	-0.136	1.42	0.4	0.446
CCOC(=O)C1CCN(C(=O)CSc2c3c(nc4ccccc24)CCC3)CC1	i	13.0	-4.5%	0.0	1115	7.2%	0.9%	i	3.0	1.7	11.8	-0.05	1333	2.28	-0.16	1.25	-1.13
COc1cc(NC(=O)Cc2nn(C)c(=O)c3ccccc23)cc(OC)c1OC	i	-24.0	15.7%	5.1	1012	7.4%	-7.2%	i	1.8	2.1	8.7	-0.07	836	-0.458	-0.181	0.602	-0.274
O=C(CCCOc1ccc(Cl)cc1Cl)N/N=C\C1CCCCC1	i	12.9	0.6%	0.5	1332	-15.8%	7.8%	i	2.3	1.8	7.3	0.1	1647	0.204	-0.179	0.826	0.364
O=C1C2C3C=CC(C3)C2C(=O)N1c1ccc2c(c1)OCO2 (stereo not given)	i	7.2	-3.3%	0.3	1434	3.4%	-3.5%	i	6.5	2.6	8.0	0.9	1326	-0.464	-0.0987	-0.158	0.358
O=c1[nH]n(-c2ccc(Cl)cc2)c2ncccc12	i	-4.4	-12.0%	/	/	-2.6%	12.0%	i	0.2	1.9	10.6	/	/	0.215	-0.217	-0.158	-0.498
CSc1cccc(NC(=O)COc2cccc3ccccc23)c1	i	13.5	10.1%	0.1	1165	4.1%	5.3%	i	2.3	1.6	2.0	-0.59	958	-0.277	0.542	0.214	0.607
O=C(CN(C(=O)CCC(=O)Nc1ccccn1)c1ccc2c(c1)OCO2)NCc1ccco1	i	-1.7	-16.0%	-2.9	982	-9.7%	23.7%	i	2.2	1.7	2.7	0.85	1393	-0.328	-0.223	-0.0467	0.692
COc1ccccc1C(=O)Nc1ccc(-c2nnn(CC(=O)NCc3ccco3)n2)cc1	/	/	-8.8%	0.5	1224	-3.8%	6.3%	i	/	/	/	-0.35	1071	-0.855	0.691	0.428	-0.625
COc1cc2c(C(=O)NCc3ccccn3)cn(C)c(=O)c2cc1OC	i	34.7	6.3%	-6.3	1005	6.4%	13.8%	i	4.0	2.7	11.9	-1.26	1204	0.889	-0.221	0.882	-2
C/C(N)=C(/C#N)C(=O)CSc1n[nH]c(-c2cccs2)n1	i	0.4	6.5%	-2.7	1093	-42.2%	0.5%	i	3.4	1.2	5.5	-1.02	1323	0.229	-0.271	-0.198	0.05
Cc1nn(C)c2ncc(C(=O)c3cc(F)ccc3O)cc12	i	-5.5	10.3%	/	/	-5.6%	16.9%	i	3.5	1.3	2.5	-0.63	838	-0.544	-0.254	-0.235	0.35
CC1=CS(=O)(=O)CC1Sc1ncn[nH]1 (stereo not given)	i	4.7	-4.6%	-3.4	1239	-36.8%	4.9%	i	2.1	2.2	3.6	0.7	1183	0.438	-0.0898	0.147	0.671
CCn1c(-c2ccccc2Cl)nn(CC(=O)Nc2ccc(OC)cc2)c1=S	i	5.3	8.5%	0.7	1450	-3.2%	13.9%	i	2.6	2.3	9.6	-0.13	1380	0.338	-0.148	0.709	1.01
O=C(CCc1ccc(S(=O)(=O)NC2CCCCC2)cc1)Nc1ccccc1	i	26.5	12.2%	-1.8	1099	14.3%	-4.3%	i	1.9	1.7	5.3	-0.22	710	-0.309	0.369	0.0392	0.436
O=C(O)c1cc2cc(Cl)ccc2oc1=O	i	4.6	-13.6%	-2.1	1327	0.7%	8.4%	i	3.5	1.8	7.8	1.27	1408	0.169	-0.331	0.0187	0.177
COc1ccccc1Nc1nc(NCc2ccco2)nc(N)c1[N+](=O)[O-]	/	/	14.8%	0.2	1216	0.4%	11.2%	i	/	/	/	-1.33	1300	0.0615	-0.249	0.156	-0.185
Cc1cc(C)n(CCNCc2c(C(=O)N3C[C@@H](C)O[C@@H](C)C3)nc3ccc(Cl)cn23)n1	i	4.3	0.5%	-0.4	986	-30.8%	19.0%	i	5.2	1.4	9.5	/	/	-0.215	-0.247	0.189	0.486
O=c1[nH]n(-c2ccccn2)c(=O)c2ccccc12	i	-7.5	6.1%	-5.5	924	1.9%	1.6%	i	1.3	1.7	4.2	0.06	1238	-0.366	-0.212	-0.18	0.561
Cn1c(SCC(=O)Nc2ccccc2)nc(O)cc1=O	i	35.6	-5.4%	/	/	15.9%	17.1µM*	i	2.8	1.5	9.4	/	/	-0.332	-0.171	-0.22	0.485
CC1C(=O)CC(c2ccc([N+](=O)[O-])cc2)NC1c1ccc([N+](=O)[O-])cc1 (stereo not given)	i	-4.1	-20.4%	-0.6	1020	-14.9%	15.5%	i	1.3	2.2	5.8	-1.29	1500	-0.187	0.242	0.101	-0.41
COCCCNC(=O)COc1ccc(-c2nccc(-c3ccccn3)n2)cc1	i	32.3	4.7%	-1.1	1070	0.4%	-4.9%	i	2.8	1.6	7.3	-0.33	1838	-0.414	-0.181	-0.504	0.827
O=C1CC(N2CCN(Cc3ccc4c(c3)OCO4)CC2)C(=O)N1CCc1ccccc1 (stereo not given)	i	15.2	-2.9%	/	/	/	4.2%	i	4.2	2.1	0.1	-1.34	1239	-1.12	-0.235	-0.202	0.954
O=C(Cc1ccccc1)Nn1c(O)c(/C=C2\C=Nc3ccccc32)sc1=S	i	7.0	1.1%	0.2	577	-34.0%	2.2%	i	4.7	2.0	6.2	1.28	1180	2.59	0.475	0.884	-1.03
CCOc1ccc(S(=O)(=O)N(CC)CC)cc1N	i	8.8	10.1%	-0.5	1119	-22.3%	-1.5%	i	5.2	3.0	5.0	-0.66	1202	-0.781	-0.312	0.354	0.861
CCN(CC)c1ccc(/C=N/NC(=O)C(O)(c2ccccc2)c2ccccc2)o1	i	-10.1	3.6%	3.5	470	3.7%	2.2%	i	2.1	2.8	5.3	-0.09	1306	-4.86*	0.628*	-2.62*	0.188*
